Screening data deposited in PubChem BioAssay by National Center for Advancing Translational Sciences (NCATS).
JMJD2A Tudor inh – qHTS Assay for Inhibitors of JMJD2A-Tudor Domain; Lysine-specific demethylase 4A (Homo sapiens), O75164; AlphaScreen JMJD2A-Tudor / H3K4me3 peptide binding; Potency, µM (titrated, usually from 114 µM), for the others: top-dose activity change, negative = inhibition, hits mostly inhibitors; hit rate 4.4% among 390,000; further: potency means the concentration at half of the fitted maximal effect; on the % scale 0 is the no-effect control and ±100 the full control effect; nearly all actives have a fitted effect of over 50% in size
Target sequence (O75164 whole entry, looked up, the tested form may be a part): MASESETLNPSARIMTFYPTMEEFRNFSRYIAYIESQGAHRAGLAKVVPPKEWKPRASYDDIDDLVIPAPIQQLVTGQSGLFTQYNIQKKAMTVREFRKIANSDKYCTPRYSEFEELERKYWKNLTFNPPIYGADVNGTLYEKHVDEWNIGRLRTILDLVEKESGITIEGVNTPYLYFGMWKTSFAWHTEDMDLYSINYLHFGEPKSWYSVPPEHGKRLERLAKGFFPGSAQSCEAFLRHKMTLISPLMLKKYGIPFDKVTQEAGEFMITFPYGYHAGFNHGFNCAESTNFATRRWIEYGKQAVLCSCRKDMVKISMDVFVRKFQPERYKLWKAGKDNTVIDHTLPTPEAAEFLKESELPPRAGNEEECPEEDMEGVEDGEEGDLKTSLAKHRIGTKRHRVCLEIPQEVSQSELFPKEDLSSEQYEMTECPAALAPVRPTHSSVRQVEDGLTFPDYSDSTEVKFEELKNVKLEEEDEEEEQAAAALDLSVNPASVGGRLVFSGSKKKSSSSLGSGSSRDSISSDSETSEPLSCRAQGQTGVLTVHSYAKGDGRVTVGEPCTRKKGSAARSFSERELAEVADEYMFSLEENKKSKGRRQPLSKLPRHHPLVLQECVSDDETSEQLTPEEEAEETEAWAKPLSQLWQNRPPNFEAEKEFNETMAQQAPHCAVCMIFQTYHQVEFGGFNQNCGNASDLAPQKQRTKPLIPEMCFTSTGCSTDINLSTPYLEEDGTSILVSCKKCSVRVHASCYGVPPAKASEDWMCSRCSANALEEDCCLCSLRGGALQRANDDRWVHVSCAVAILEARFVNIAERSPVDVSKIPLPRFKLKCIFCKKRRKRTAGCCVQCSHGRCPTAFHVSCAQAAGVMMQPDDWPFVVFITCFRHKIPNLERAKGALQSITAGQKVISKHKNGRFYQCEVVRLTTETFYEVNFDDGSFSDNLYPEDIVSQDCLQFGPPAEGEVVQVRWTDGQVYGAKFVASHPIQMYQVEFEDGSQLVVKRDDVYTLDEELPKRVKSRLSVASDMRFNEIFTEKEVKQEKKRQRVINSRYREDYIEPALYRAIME
ALOX12 inh – Primary qHTS assay for inhibitors of human arachidonate 12S-lipoxygenase (ALOX12): Round 2. Polyunsaturated fatty acid lipoxygenase ALOX12 (Homo sapiens), P18054. purified 12hLO, xylenol orange hydroperoxide absorbance. Potency, µM (top dose mostly 108 µM), for inactives: top-dose activity change, negative = inhibition, most hits filed as inhibitors. hit rate 1.1% among 580,000. AID 1671190, 2021; further: potency means the concentration at half of the fitted maximal effect; on the % scale 0 is the no-effect control and ±100 the full control effect
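Hydroperoxide product was detected by ferrous iron/xylenol orange as the 573 to 405 nm absorbance ratio. Arachidonic acid at 40 uM (final) was turned over for 30 min at room temperature by 150 nM human 12hLO, pH 7.0 Hepes buffer, after 15 min compound preincubation.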
G9a inh – qHTS Assay for Inhibitors of Histone Lysine Methyltransferase G9a; Potency, µM (doses to about 102 µM), for inactives: top-dose activity, negative = inhibition, hits mostly inhibitors; AID 504332, 2011; hit rate 8.8% among 350,000; G9a H3K9 monomethylation, AlphaScreen, 2 h; Histone-lysine N-methyltransferase EHMT2 (Homo sapiens), Q96KQ7; further: potency means the concentration at half of the fitted maximal effect; on the % scale 0 is the no-effect control and ±100 the full control effect; nearly all actives have a fitted effect of over 75% in size
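Enzyme 20 nM + cpd, 15 min RT; add b-H3K9 pep 500 nM / SAM 20 uM; 2 h RT; anti-H3K9me1 Ab 0.5 ug/mL + SA donor / anti-rabbit acceptor beads 20 ug/mL each, 10 min; AlphaScreen read.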
HP1b binding inh – HTS for Inhibitors of HP1-beta Chromodomain Interactions with Methylated Histone Tails; hit rate 0.56% among 390,000; Potency, µM (titrated, usually from 114 µM), for the others: top-dose activity change, negative = inhibition, actives largely listed as inhibitors; AlphaScreen HP1-beta / biotin-H3K9me3 peptide binding; AID 540317, 2011; further: potency means the concentration at half of the fitted maximal effect; nearly all actives have a fitted effect of over 70% in size; inactives centre near 23
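HP1-beta protein (50 nM final) preincubated 30 min at room temperature with biotinylated H3(1-18)K9me3 peptide (50 nM) in PBS pH 7.4, 0.01% Tween-20, then compound added for 30 min. AlphaScreen streptavidin donor/nickel chelate acceptor beads (10 ug/mL final), 30 min dark, luminescence read.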
PI4K2A inh – qHTS for small molecular inhibitors of PI4K2A; hit rate 0.13% among 420,000; activity change, negative = inhibition, % at 76.9 µM; purified PI4K2A, ADP-Glo luminescence, 1 h; hits give low values; Phosphatidylinositol 4-kinase type 2-alpha (Homo sapiens), Q9BTU6; in the data active means activity change below about -50%; inconclusive means mostly about -30% to -49%;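 further: -100% = wells without enzyme as full effect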
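ADP-Glo luminescence measured ADP generated by PI4K2A enzyme (4 ug/mL before mixing) with 1.2 mM PI substrate (pre-mix) and 300 microM ATP (pre-mix). Tris pH7.5 buffer with MgCl2, Triton X-100; 1 h reaction at ambient temperature.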
RGS4 inhibitor – Inhibitors of Regulator of G Protein Signaling (RGS) 4: qHTS; Regulator of G-protein signaling 4 (Homo sapiens), P49798; Transcreener GDP fluorescence polarization, RGS4-accelerated GTP hydrolysis; Potency, µM (series often up to 114 µM), for the others: at the top dose activity change, negative = inhibition, actives largely listed as inhibitors; hit rate 0.039% among 390,000; AID 504845, 2011; further: potency means the concentration at half of the fitted maximal effect; on the % scale 0 is the no-effect control and ±100 the full control effect; nearly all actives have a fitted effect of over 75% in size; some results filed as inactive show a strong effect at the top dose
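MLSMR compounds (23 nl, pin-transferred) preincubated 10 min at room temperature with a 500nM (2x) first reagent, then RGS4 at 900nM (2x) plus Transcreener GDP mix added; fluorescence polarization (620/688 nm) read before and after 90 min at 30 °C.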
GLS inhibitor – qHTS for Inhibitors of Glutaminase (GLS); Glutaminase kidney isoform, mitochondrial (Homo sapiens), O94925; GLS enzymatic activity, qHTS titration; Potency, µM (titrated, usually from 45.5 µM), without a hit: at the top dose activity change, negative = inhibition, usual class: inhibitors; hit rate 0.21% among 410,000; AID 624170, 2012; further: potency means the concentration at half of the fitted maximal effect; on the % scale 0 is the no-effect control and ±100 the full control effect
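hKGA; 45 mM KH2PO4 pH 8.2 + 0.02% Tween-20; cpd via pin tool; 1 mM Gln soln; GluOx/HRP/Amplex Red; RT 30 min; fluor. t0 & final.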
BAZ2B inh – qHTS Assay for Inhibitors of BAZ2B; Bromodomain adjacent to zinc finger domain protein 2B (Homo sapiens), Q9UIF8; AlphaScreen BAZ2B-H3K14Ac peptide displacement; Potency, µM (highest dose often 114 µM), inactives show at the highest dose activity change, negative = inhibition, most hits filed as inhibitors; hit rate 4.4% among 360,000; AID 504333, 2011; further: potency means the concentration at half of the fitted maximal effect; on the % scale 0 is the no-effect control and ±100 the full control effect; nearly all actives have a fitted effect of over 60% in size
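AlphaScreen displacement: compounds (up to 110uM) incubated 30 min at room temperature with a preformed 50 nM BAZ2B/50 nM biotinylated H3K14Ac peptide complex in PBS pH 7.4 with Tween-20. Donor and acceptor beads at 10 ug/mL final added, 20 min light-protected before reading.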
ERG Ets-DNA blk – qHTS for Small Molecule Inhibitors of the ERG Ets/DNA interaction; AID 624246, 2012; Potency, µM (top dose mostly 76.9 µM), for inactives: top-dose FP activity, negative = inhibition, usual class: inhibitors; hit rate 0.028% among 370,000; fluorescence polarization, His-ERG Ets domain / labelled DNA; Transcriptional regulator ERG (Homo sapiens), P11308; active means well fitted inhibition curve with a large enough effect in the polarisation, with a control signal flat; inconclusive means small, poorly fitted or top-dose-only effect, or effect the other way, or a change in a side signal; inactive means no such curve, though single readings can be large or run the other way; the % refers to the polarisation;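 further: polarization taken with two DNA probes labelled with fluorescein and Texas red; potency means the concentration at half of the fitted maximal effect; % of control where 0% means no effect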
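His-tagged ERG Ets domain (1 uM in the protein solution; 300mM KCl, 50mM Tris-HCl, 1mM EDTA, 1mM DTT, pH 7.5) received compound, then a probe mix of 5 nM fluorescein-DNA and 100nM Texas-615-DNA. Fluorescence polarization was read for both dyes.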
Numbers without * were called inactive; ? = inconclusive; . = no result given; & = joins results of further samples; [ ] = dose if it differs, or a comment. Unless noted, the call rests on the fitted dose curve; in most records, active means well fitted curve in the direction sought with a large enough effect; inconclusive means small, poorly fitted or top-dose-only effect, or another doubt; inactive means no such curve, though single readings can be large; an effect the other way counts as inactive or inconclusive. A portion of the library. The share of hits here may be higher or lower than overall.

entry	ERG Ets-DNA blk	PI4K2A inh	HP1b binding inh	BAZ2B inh	G9a inh	ALOX12 inh	GLS inhibitor	JMJD2A Tudor inh	RGS4 inhibitor	Molecule
1	.	-8	59%[activator]	-10%	45µM*	-52%	-2%	-2%	-24%	Cc1nc(CSc2nnc(C)s2)cs1
2	-1%&2%	-1&4	62%&36%[activator]	-7%&5%	-44%[59 µM]	-11%&8%	-7%&15%	-7%&-13%	?	COc1ccc(-c2cc(C(F)(F)F)nc(S(=O)(=O)CCCC(=O)Nc3cccc(O)c3)n2)cc1OC
3	-2%	4	37%	-3%	-1%[59 µM]	-9%	-7%	-12%	16%	COc1cc(OC)c(Nc2ncnc3onc(-c4cccc(Cl)c4)c23)cc1Cl
4	5%	-2	41%[activator]	-4%	?	-3%	1%	-21%	-25%	CC(C)C(=O)NC(=S)Nc1ccc(S(=O)(=O)N2CCN(C)CC2)cc1
5	-4%	1	29%	-13%[57.1 µM]	-7%	-14%	22%	-9%	22%	Cc1nnc(SCC(=O)Nc2ccc(S(=O)(=O)N3CCCCC3)cc2)s1
6	15%	-7	2%	?	.	?	36%[activator]	-36%	-43%	CC(C)CS(=O)(=O)C1=NSC2=NC(=O)/C(=C\c3ccc(OC(=O)c4ccco4)cc3)C(=N)N21
7	4%	0	33%	-7%	-1%[12.7 µM]	?	-2%	-10%	-24%	COC(=O)c1cc(OC)c(OC)cc1NC(=O)C1CCC(=O)N1S(=O)(=O)c1ccc(C)cc1 (stereo not drawn)
8	3%	-5	25%	.	-30%	-4%	19%	-9%	21%	COc1ccc(Cl)cc1NC(=O)CN1CCCC1
9	9%	8	10%	-7%	-1%[59 µM]	0%	1%	-27%	?	Cc1ccc(C(=O)/C=C/c2ccccc2)o1
10	1%	-2	24%	-20%	17%[59 µM]	33%[activator]	1%	-17%	15%	CCOC(=O)c1ccc(N=C2S/C(=C\c3cc(C)n(-c4cccnc4)c3C)C(=O)N2C)cc1
11	0%	0	5%	?	50µM*	?	-11%	-33%	2%	O=C(CSc1ccsc1[N+](=O)[O-])NCc1ccccc1
12	3%	-6	10%	45µM*	?	?	4%	?	-27%	ClCC1NCC(c2ccccc2Cl)c2c1[nH]c1ccccc21 (stereo not drawn)
13	-6%	-4	68%[activator]	4%	13%	50%[activator]	1%	5%	-8%	CN(C(=S)Nc1ccc(SC(F)F)cc1)C(c1ccccc1)c1ccccc1
14	.	1	22%	9%	6%[59 µM]	8%	7%	-22%	20%	COc1ccc(C2Nc3ccccc3C(=O)N2Cc2ccccc2)cc1COc1ccccn1 (stereo not drawn)
15	-7%	1	33%	-2%	?	?	?	-1%	-3%	Cc1cc(C)n(Cc2cc(C(=O)O)c3ccccc3n2)n1
16	4%	-7	19%	-7%	13%[59 µM]	?	-9%	-19%	?	S=c1[nH]cnc2scc(-c3ccccc3)c12
17	0%	1	11%	-35%	-1%	-5%	14%	-10%	7%	COc1ccccc1OCC(=O)N1CCCC(Nc2ccc(F)c(F)c2)C1 (stereo not drawn)
18	0%	-1	-2%	0%	6%[59 µM]	-2%	-1%	-19%	13%	CCN(CC)S(=O)(=O)c1ccc2c(c1)N(CC(=O)Nc1c(C)cc(C)cc1C)C(=O)C1CCCN21 (stereo not drawn)
19	8%	7	22%	-5%	14%[59 µM]	6%	2%	-12%	17%	O=C(CN1C(=O)CSc2ccc(S(=O)(=O)N3CCOCC3)cc21)NCc1ccc(Cl)cc1
20	-1%	-4	27%	.	.	-3%	-1%	-12%	13%	C=C1CCN([C@@H](CC(C)C)C(=O)NCCCc2ccccc2)S(=O)(=O)c2ccccc21
21	0%	-1	-3%	10%	19%[0.501 µM]	-12%	4%	-13%	-3%	CCOc1ccc(S(=O)(=O)Nc2cccc(C(=O)NCC(C)(C)N3CCOCC3)c2)cc1
22	-2%	3	22%	-2%	10%	0%	2%	-13%	-5%	O=C(COCc1nc2ccccc2c(=O)[nH]1)NC1CCCC1
23	2%	-8	5%	4%	1%[59 µM]	3%	7%	-12%	-28%	Cc1ccc(C)c(N(C)C(=O)C2CCN(c3ncnc4c3nc3n4CCCCC3)CC2)c1
24	2%	-1	23%	?	.	-13%	-1%	-5%	24%	Cc1ccc(Nc2ncnc3c2cnn3C)cc1
25	15%	1	24%	?	?	-30%	-5%	?	-4%	CN(Cc1ccc2c(c1)OCO2)C(=O)c1cc(-c2ccccc2)c(N2CCOCC2)s1
26	2%	-2	31%	?	-5%[59 µM]	-5%	9%	-11%	14%	COc1ccccc1NC(=O)N1CC(=O)Nc2sc3c(c2C1c1ccccc1)CCCC3 (stereo not drawn)
27	0%	-1	49%[activator]	-34%	?	?	14%	-3%	-6%	CC(C)(C)c1ccc(C(=O)N/C(=C\c2ccco2)C(=O)O)cc1
28	-3%	-1	4%	9%	14%[59 µM]	28%	4%	-8%	3%	CCC(C)(C)NC(=O)C(c1ccc(OC)cc1)N(Cc1ccco1)C(=O)CCC(=O)Nc1cc(C)on1 (stereo not drawn)
29	2%	8	21%	-23%	-33%	0%	1%	-13%	17%	COc1ccc2nc(NC(=O)CSc3ccccc3)sc2c1
30	1%	-7	88%	68%[activator]	.	0%	-8%	53%[activator]	-7%	COn1c(-c2ccc(Cl)cc2)nc2ccc(Cl)cc21
31	2%	3	14%	-3%	1%	360%[activator]	7%	1%	11%	Cc1nc2ccc(S(=O)(=O)NCC(=O)N3CCC(C)CC3)cc2s1
32	15%	-1	-32%	?	?	?	9%	?	-30%	Cc1ccc(NC(=S)NC(=O)/C=C/c2ccco2)c(O)c1
33	11%	-4	?	-2%	-10%	21%	7%	-22%	-7%	COC(=O)C1CCN(C(=O)/C=C/c2ccccc2)CC1
34	-3%	1	18%	0%	11%	-5%	-1%	7%	1%	COc1cccc(NC(=O)CSc2nnc(Cc3ccc(OC)c(OC)c3)o2)c1
35	-5%	3	19%	-3%	-37%	2%	-2%	-5%	-22%	CCCCn1c(N)c(N(CC(C)C)C(=O)CN2C(=O)NC3(CC(C)CC(C)(C)C3)C2=O)c(=O)[nH]c1=O (stereo not drawn)
36	-2%	4	36%	-3%	-10%[59 µM]	23%	-5%	-1%	-10%	O=C(Nc1nc(-c2ccccc2)ns1)c1cccs1
37	3%	1	18%	?	50µM*	?	25%	-15%	-26%	FC(F)(F)c1ccc(N2CCOCC2)c(NC2=NCCCCC2)c1
38	11%	-6	7%	22µM*	10µM*	-1%	?	28µM*	?	Cc1ccnc(NC(c2cc(C)ccc2O)c2ccc3cccnc3c2O)c1 (stereo not drawn)
39	4%	3	37%[57 µM]	1%	11%	-9%	0%	10%	17%	CCn1nc(NC(=O)CC(C)C)c2cc3cccc(C)c3nc21
40	4%	-1	26%	-11%	.	-8%	6%	-15%	-4%	CC(C)C(=O)N1CCN(c2ccc(NC(=O)c3ccc([N+](=O)[O-])o3)cc2)CC1
41	7%	-1	37%	-2%	2%[59 µM]	5%	-16%	-9%	-3%	COc1ccc(C(=O)NCCC2=CCCCC2)cc1[N+](=O)[O-]
42	-1%	-4	14%	1%	-1%	0%	5%	-14%	6%	COCCN(CCOC)C(=O)c1ccc(NS(=O)(=O)c2ccc3c(c2)OCCO3)cc1
43	-3%	3	-11%	-3%	3.2µM*	?	33%[activator]	50µM*	-49%	CN(C)c1cccc(N=C2C=C(N3CCOCC3)CC(C)(C)C2)c1
44	-2%	3	33%	14%	.	?	-15%	-10%	7%	COCCCn1c(C)nnc1SCC(=O)Nc1cccc(C)c1
45	5%	12	31%	-2%	-5%[59 µM]	-5%	-2%	-10%	-4%	COC(=O)c1nnn(-c2nonc2N)c1CSc1nnc(C)s1
46	-12%	-2	32%	.	3%[59 µM]	-17%	-7%	-2%	5%	Cn1c(=O)cc(SCC(=O)NCc2ccc(F)cc2)c2ccc(Cl)cc21
47	0%&0%	5&2	33%&26%	-12%&-3%	-2%&4%[59 µM]	2%	0%&6%	-5%&-5%	-10%&1%	CNS(=O)(=O)c1ccc(OC)c(-c2nnc3c4ccccc4c(C)nn23)c1
48	-7%	0	17%	10%	0%[59 µM]	2%	1%	-21%	-21%	Cc1ccc(-c2nnn(CC(=O)NCC3CC3)n2)o1
49	-2%	-3	20%	-24%	-29%	3%	-10%	13%	0%	Cc1ccc(S(=O)(=O)c2nnn3c2nc(N2CCN(c4ccccn4)CC2)c2ccccc23)cc1
